UBC9 SUMO inh = inhibitors of human SUMOylation (UBC9) | P63279 | HTRF SUMOylation assay, SAE1/SAE2 + UBC9, in vitro | inhibition, % at 35 µM | actives 0.36% (n = 290,000) | AID 2006; in the data active = inhibition above about 50%, passing the limit was not always enough; note: strong numbers were not always called active
MEKK2mut PB1 HTS = signal of MEK5 binding to mutant human MEKK2 PB1 domain | AID 1530 | actives 0.35% (n = 290,000) | percent response, % at 10 µM | bead flow cytometry, Alexa488-MEK5 binding to MEKK2 mutant; in the data active = percent response above about 24%, passing the limit was not always enough; note: inactives centre near 1; some results filed as inactive read as strong as hits; reference of the scale not given here
NALP1 yeast inh = blocks the NALP1 inflammasome reconstituted in yeast | S. cerevisiae NALP1/ASC/caspase-1 growth, X-gal OD620, 72 h | inhibition, % at 10 µM | actives 0.61% (n = 280,000) | AID 2071; in the data active = inhibition mostly above about 24%, no sharp cut-off; inactive = mostly below about 32%; note: some compounds called inactive have numbers as strong as hits
IDE cell activ = IDE (human) activation, cell-based; activation, % at 5.96 µM; actives 0.073% (n = 340,000); P14735; HEK cells, FAbeta-B cleavage, fluorescence polarization; 0% vehicle, 100% cell-free pure enzyme wells;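 active = activation above the mean of all tested compounds plus 3 SD, set per screening campaign, cut at about 17% in these data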
M18AAP inhibitor = blocks P. falciparum M18 aspartyl aminopeptidase. recombinant PfM18AAP, H-Glu-NHMec fluorogenic cleavage. inhibition, % at 7.35 µM. actives 1.2% (n = 290,000). AID 1822;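 active = inhibition above the campaign mean inhibition over all tested compounds plus 3 SD, cut at about 28% in these data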;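 note: 0% = plate median of test compound wells and 100% = 2 mM ZnCl2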
MEKK2wt PB1 HTS = raises or lowers MEK5 binding to wildtype human MEKK2 PB1 domain. bead flow cytometry, Alexa488-MEK5 binding to MEKK2 WT; actives lie on both sides. binding response (% of control), % at 10 µM. actives 1.1% (n = 290,000). AID 1531; in the data active = binding response below about 67% or above about 130%
MEKK3 PB1 HTS = raises or lowers MEK5 binding to the human MEKK3 PB1 domain; binding response (% of control), % at 10 µM; bead-based flow cytometry, Alexa488-MEK5 binding to MEKK3; actives lie on both sides; 0 = blocked by unlabeled MEK5, 100 = vehicle; Q99759; actives 1.4% (n = 290,000);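 active = binding response more than 3 SD above or below the average of its plate-row segment, actives on both sides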;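 note: Alexa488 bead fluorescence after subtracting the streptavidin-only scavenger bead signal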
pCIP destab = compounds decreasing mouse p/CIP protein stability. Q05BA5. F442A p/CIP-EGFP cells, EGFP fluorescence, 16 h. decrease of EGFP signal, % at 10 µM. actives 0.01% (n = 290,000). AID 1984;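 active = EGFP signal decrease of at least 30% at 10 µM or well 3 SD below plate mean, unless failing retest; inactive = the rest, including hits failing retest or dose response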; note: some compounds called inactive have numbers as strong as hits; many of its hits are not listed in these tables
Target sequence (Q05BA5 1-1403): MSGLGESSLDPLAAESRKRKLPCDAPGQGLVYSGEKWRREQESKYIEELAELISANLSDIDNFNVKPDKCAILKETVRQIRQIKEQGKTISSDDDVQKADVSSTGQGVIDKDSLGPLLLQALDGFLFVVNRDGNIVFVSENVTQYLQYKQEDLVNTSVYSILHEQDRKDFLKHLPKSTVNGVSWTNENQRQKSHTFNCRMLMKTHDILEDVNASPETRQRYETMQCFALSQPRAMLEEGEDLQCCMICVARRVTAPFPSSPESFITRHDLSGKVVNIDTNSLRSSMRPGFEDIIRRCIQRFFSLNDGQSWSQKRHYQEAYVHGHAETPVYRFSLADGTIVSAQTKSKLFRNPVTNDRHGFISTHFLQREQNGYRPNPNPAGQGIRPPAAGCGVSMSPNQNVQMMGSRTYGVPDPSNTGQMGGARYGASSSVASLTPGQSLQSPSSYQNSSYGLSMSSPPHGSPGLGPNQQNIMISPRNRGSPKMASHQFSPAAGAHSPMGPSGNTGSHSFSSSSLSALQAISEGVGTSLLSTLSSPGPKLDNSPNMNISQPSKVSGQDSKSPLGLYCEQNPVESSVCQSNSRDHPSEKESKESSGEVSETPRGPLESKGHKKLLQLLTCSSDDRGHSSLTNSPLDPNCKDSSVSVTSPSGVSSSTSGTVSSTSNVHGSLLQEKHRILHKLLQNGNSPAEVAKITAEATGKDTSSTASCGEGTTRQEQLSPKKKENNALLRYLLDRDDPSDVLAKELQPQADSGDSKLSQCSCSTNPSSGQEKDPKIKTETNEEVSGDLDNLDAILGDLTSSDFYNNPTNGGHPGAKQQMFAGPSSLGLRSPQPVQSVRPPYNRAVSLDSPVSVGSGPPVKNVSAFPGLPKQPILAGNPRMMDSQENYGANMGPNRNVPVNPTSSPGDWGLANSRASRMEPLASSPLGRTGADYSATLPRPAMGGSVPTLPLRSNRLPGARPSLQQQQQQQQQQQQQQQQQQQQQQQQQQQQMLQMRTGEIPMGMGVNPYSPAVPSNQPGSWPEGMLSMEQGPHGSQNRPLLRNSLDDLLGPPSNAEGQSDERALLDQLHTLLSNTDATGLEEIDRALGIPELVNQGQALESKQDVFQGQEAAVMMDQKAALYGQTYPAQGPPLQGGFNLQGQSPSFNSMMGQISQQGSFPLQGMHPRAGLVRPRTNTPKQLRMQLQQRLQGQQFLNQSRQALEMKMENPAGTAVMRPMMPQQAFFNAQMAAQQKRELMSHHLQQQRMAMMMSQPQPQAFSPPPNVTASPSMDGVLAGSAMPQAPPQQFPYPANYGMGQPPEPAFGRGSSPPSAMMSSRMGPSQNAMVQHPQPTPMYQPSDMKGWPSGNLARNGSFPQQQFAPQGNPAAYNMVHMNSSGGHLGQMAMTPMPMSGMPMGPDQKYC
IDE inh = inhibitors of human insulin-degrading enzyme in cells. P14735. HEK cells, FAbetaB cleavage, fluorescence polarization. inhibition, % at 5.59 µM. actives 0.41% (n = 320,000). AID 434962;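 active = percent inhibition above the average of all tested compounds plus 3 SD, set per screening campaign, cut at about 16% in these data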;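 note: IDE supplied by intact live HEK cells; FP after avidin binding of uncleaved biotin substrate so inhibition keeps polarization high; 0% = DMSO wells and 100% = 60 µM reference IDE inhibitor Ii1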
* marks the source's active call; other numbers are inactive results; / = not tested or not shown.

Preview, 3 compounds:
Below each compound: UBC9 SUMO inh	MEKK2mut PB1 HTS	NALP1 yeast inh	IDE cell activ	M18AAP inhibitor	MEKK2wt PB1 HTS	MEKK3 PB1 HTS	pCIP destab	IDE inh
> COc1ccc(C2C3=C(CC(C)(C)CC3=O)Oc3ncn(Cc4ccccc4)c(=N)c32)cc1 (stereo not given)
    -1.3	-4.0	14.5	0.6	-10.5	97.0	90.0	-0.2	-1.0
> O=C(COC(=O)c1ccccc1OCc1ccccc1Cl)NC1CC1
    -23.4	7.0	-13.6	4.0	-0.1	102.0	101.0	-6.5	-1.3
> Cc1ccc(CNC(=O)CO/N=C/c2ccc(C(C)(C)C)cc2)cc1
    -31.0	-1.0	/	4.0	-13.3	104.0	112.0	0.8	-8.3

The whole of this part, from the start:
Below each compound: UBC9 SUMO inh	MEKK2mut PB1 HTS	NALP1 yeast inh	IDE cell activ	M18AAP inhibitor	MEKK2wt PB1 HTS	MEKK3 PB1 HTS	pCIP destab	IDE inh
> COc1ccc(C2C3=C(CC(C)(C)CC3=O)Oc3ncn(Cc4ccccc4)c(=N)c32)cc1 (stereo not given)
    -1.3	-4.0	14.5	0.6	-10.5	97.0	90.0	-0.2	-1.0
> O=C(COC(=O)c1ccccc1OCc1ccccc1Cl)NC1CC1
    -23.4	7.0	-13.6	4.0	-0.1	102.0	101.0	-6.5	-1.3
> Cc1ccc(CNC(=O)CO/N=C/c2ccc(C(C)(C)C)cc2)cc1
    -31.0	-1.0	/	4.0	-13.3	104.0	112.0	0.8	-8.3
> Cc1cccc(-n2nc3c(c2NC(=O)c2c(F)cccc2F)CS(=O)(=O)C3)c1C
    5.7	4.0	12.8	3.1	3.0	105.0	103.0	8.5	3.8
> Cc1cccc(-n2c(C)cc(C=C(C#N)C#N)c2C)c1
    34.1	-2.0	-12.5	-0.8	-9.3	100.0	100.0	-20.6	1.1
> O=C1CCC(C(=O)N2CCC(CO)CC2)CN1Cc1ccc(Cl)cc1 (stereo not given)
    4.3	7.0	1.7	2.6	-5.8	102.0	101.0	-7.9	-0.3
> CC1CCC(C(C)C)C(OC(=O)CSc2n[nH]c(=O)[nH]c2=O)C1 (stereo not given)
    -6.0	8.0	18.5	5.7	-3.5	104.0	101.0	1.2	3.3
> COc1ccccc1/C=N/NC(=O)CC(=O)NC1CCCCC1
    5.0	5.0	15.3	-0.4	-0.4	100.0	101.0	0.9	6.1
> CCCN1C(=O)c2cc(C(=O)NC3CCCCCC3)ccc2C1O (stereo not given)
    -1.9	3.0	37.2	4.7	8.0	103.0	105.0	0.2	4.1
> COc1ccccc1CNS(=O)(=O)c1cc2c3c(c1)C(C)C(=O)N3CCC2 (stereo not given)
    /	2.0	5.5	-2.0	2.8	101.0	101.0	-8.5	5.3
> Fc1cccc(CSc2ccc(-c3ccco3)nn2)c1
    9.4	10.0	26.9	-2.4	-9.8	98.0	101.0	-10.5	9.9
> COc1ccc(C(CCNCc2ccc(N(C)C)cc2)c2ccccc2)cc1 (stereo not given)
    -14.1	22.0	31.2	3.1	1.5	159.0*	109.0	-19.3	-1.3
> Cc1cc(-c2cc(C(=O)NCc3ccccc3)on2)nc(NC2CCCC2)n1
    7.3	5.0	8.7	7.4	/	95.0	109.0	-10.9	0.2
> CC(=O)Nc1ccc(N=Cc2nc(-c3ccc(C)cc3)oc2O)cc1
    14.3	-2.0	14.6	-0.9	-8.7	96.0	100.0	-11.4	4.7
> Cc1ccc2c(c1)C(=O)CC(O)(C(F)(F)F)O2 (stereo not given)
    6.3	8.0	1.8	10.7	0.2	104.0	104.0	-1.6	-5.9
> COc1cccc(CNCc2ccc3c(c2)OCO3)c1
    -9.8	6.0	3.2	5.7	0.5	102.0	101.0	10.4	/
> CCCN1CCN(C(=O)Cn2cccc2C(=O)c2ccccc2)CC1
    16.7	2.0	-22.4	-1.4	-1.9	103.0	91.0	-2.0	3.0
> COc1ccnc(Oc2ccccc2)n1
    9.4	-2.0	23.7	2.0	-9.0	101.0	102.0	-10.0	5.1
> O=C(Cc1csc(-c2ccccc2)n1)Nc1ccc(C(F)(F)F)cc1
    -29.1	-2.0	30.5	4.7	-0.9	96.0	93.0	-2.1	1.5
> Cc1ccccc1S(=O)(=O)Cc1ccc(C(=O)NCCN(Cc2ccccc2)C(C)C)o1
    /	1.0	3.2	1.1	-3.4	107.0	101.0	-16.4	1.9
> CCN(CC)CC(=O)c1c(N)n(Cc2ccccc2)c(=O)n(C)c1=O
    20.1	-2.0	8.7	6.7	-9.3	96.0	101.0	-3.2	5.5
> CCOC(=O)C(=CNc1cscc1S(=O)(=O)C(C)C)C(=O)OCC
    6.3	18.0	10.5	1.3	-0.8	121.0	123.0	2.1	-2.2
> COc1ccccc1Cn1c(=S)[nH]c2cc(C(=O)N3CCCC3)ccc2c1=O
    4.9	-1.0	-4.4	1.1	0.9	99.0	100.0	-5.4	4.6
> CSc1nnc(C)c(=O)n1COC(=O)c1ccc(S(=O)(=O)N(C)C)cc1
    20.9	-3.0	30.4	7.5	8.0	93.0	84.0	-22.9	-13.0
> Cc1ccccc1C(=O)NC1CCN(CC(=O)NC2CCCCC2)CC1
    13.2	0.0	10.6	-1.7	-2.5	98.0	100.0	-3.4	3.2
> CC(C)c1cc2cc3ccc(=O)oc3cc2o1
    10.1	6.0	6.5	-2.6	5.1	105.0	103.0	-9.0	3.2
> CCn1ncc(C(=O)Nc2cccc(Cl)c2)c1C
    2.3	-2.0	45.2*	-3.9	0.5	96.0	95.0	-6.4	0.1
> O=C(c1ccc2c(=O)n(CCc3ccccc3)c(=O)[nH]c2c1)N1CCN(c2ccccc2)CC1
    0.0	-5.0	-0.8	-0.9	0.6	95.0	96.0	-2.0	5.4
> N/C(=N\N=C\c1ccc2c(c1)OCO2)c1nonc1N
    29.0	-1.0	18.4	-3.5	9.3	94.0	93.0	-15.5	9.6
> CC(C)(C)c1cc(C(=O)Nc2ccccc2)ccn1
    -18.7	3.0	14.4	-0.4	7.4	102.0	100.0	-9.7	4.5

Fetched by structure from above, 4 records:
Below each compound: UBC9 SUMO inh	MEKK2mut PB1 HTS	NALP1 yeast inh	IDE cell activ	M18AAP inhibitor	MEKK2wt PB1 HTS	MEKK3 PB1 HTS	pCIP destab	IDE inh
> Cc1ccc2c(c1)C(=O)CC(O)(C(F)(F)F)O2 (stereo not given)
    6.3	8.0	1.8	10.7	0.2	104.0	104.0	-1.6	-5.9
> COc1ccccc1Cn1c(=S)[nH]c2cc(C(=O)N3CCCC3)ccc2c1=O
    4.9	-1.0	-4.4	1.1	0.9	99.0	100.0	-5.4	4.6
> CC(C)(C)c1cc(C(=O)Nc2ccccc2)ccn1
    -18.7	3.0	14.4	-0.4	7.4	102.0	100.0	-9.7	4.5
> O=C(COC(=O)c1ccccc1OCc1ccccc1Cl)NC1CC1
    -23.4	7.0	-13.6	4.0	-0.1	102.0	101.0	-6.5	-1.3

Back to the main list, repeating the 2 entries before the break.
Short forms: A = UBC9 SUMO inh; B = MEKK2mut PB1 HTS; C = NALP1 yeast inh; D = IDE cell activ; E = M18AAP inhibitor; F = MEKK2wt PB1 HTS; G = MEKK3 PB1 HTS; H = pCIP destab; I = IDE inh
N/C(=N\N=C\c1ccc2c(c1)OCO2)c1nonc1N
  A: 29.0	B: -1.0	C: 18.4	D: -3.5	E: 9.3	F: 94.0	G: 93.0	H: -15.5	I: 9.6

CC(C)(C)c1cc(C(=O)Nc2ccccc2)ccn1
  A: -18.7	B: 3.0	C: 14.4	D: -0.4	E: 7.4	F: 102.0	G: 100.0	H: -9.7	I: 4.5

Cc1nnc(NC(=O)C2(c3ccccc3)CCOCC2)s1
  A: 2.5	B: 5.0	C: 1.3	D: 0.5	E: 8.6	F: 108.0	G: 111.0	H: -4.0	I: -2.4

N#CCCN(CCN1CCCC1)S(=O)(=O)c1ccc(-c2ccc([N+](=O)[O-])cc2)cc1
  A: 17.5	B: 0.0	C: -26.9	D: 3.4	E: 4.4	F: 111.0	G: 124.0	H: -12.4	I: 2.2

COc1ccccc1N(CC(=O)NCC1CCCO1)C(=O)CNS(=O)(=O)c1ccc(C)cc1 (stereo not given)
  A: -9.5	B: 10.0	C: -7.6	D: -3.8	E: 5.2	F: 109.0	G: 103.0	H: -7.5	I: 8.6

COc1ccc(NC(=O)c2ccccc2NC(=O)c2ccccc2C(=O)O)c(OC)c1
  A: -9.9	B: 2.0	C: 1.5	D: 7.5	E: -2.0	F: 98.0	G: 102.0	H: 7.6	I: 1.9

CCNc1nc(NCC)nc(SCCOC(=O)COc2ccc(Cl)cc2Cl)n1
  A: -34.2	B: -6.0	C: 9.3	D: -0.9	E: -1.4	F: 90.0	G: 87.0	H: 3.9	I: -1.9

O=C(CCc1ccccc1)Nc1ccccc1C(F)(F)F
  A: -3.3	B: -13.0	C: -14.5	D: 1.8	E: 2.5	F: 93.0	G: 86.0	H: -1.7	I: 1.6

O=c1[nH]c(SCc2ccc([N+](=O)[O-])cc2)nc2[nH]ncc12
  A: 5.1	B: -3.0	C: -4.3	D: 2.9	E: 17.4	F: 95.0	G: 98.0	H: -0.8	I: -0.6

O=C(CCl)Nc1cn(-c2ccccc2)nc1-c1ccc(F)cc1
  A: -1.1	B: -1.0	C: 6.9	D: 5.3	E: 3.4	F: 98.0	G: 99.0	H: -8.4	I: -2.6

CCOC(=O)c1ccc(Nc2cnc3ccccc3n2)cc1
  A: 20.5	B: 5.0	C: 19.2	D: -3.4	E: -11.9	F: 108.0	G: 105.0	H: -15.1	I: 11.2

Cc1ccc(NC2=C(Cl)C(=O)OC2OC(=O)c2ccco2)c(C)c1 (stereo not given)
  A: /	B: -2.0	C: /	D: 0.5	E: 10.6	F: 98.0	G: 112.0	H: /	I: -2.5

CCCc1nn2c(=O)cc(CSCC(=O)Nc3ccc(F)cc3)nc2s1
  A: 25.3	B: 3.0	C: 4.9	D: -3.8	E: 5.7	F: 99.0	G: 99.0	H: -1.5	I: 5.8

CCN(c1ccc(OC)cc1)S(=O)(=O)c1nnc(NC(=O)c2ccc(C)cc2)s1
  A: /	B: 4.0	C: 11.1	D: 5.4	E: -5.4	F: 96.0	G: 101.0	H: -3.7	I: 2.1

COc1ccc(/C=C/C(=O)N2CCC(C(N)=O)CC2)cc1S(=O)(=O)N1CCOCC1
  A: 3.4	B: -8.0	C: 7.5	D: -4.7	E: -0.4	F: 88.0	G: 94.0	H: 5.9	I: 3.2

CCOC(=O)C1(CCOc2ccccc2)CCN(Cc2cc(OC)cc(OC)c2)CC1
  A: -10.1	B: 5.0	C: 13.5	D: -1.8	E: -3.0	F: 118.0	G: 107.0	H: 7.9	I: -1.2

O=C(Nc1nnc(SCc2ccc(F)cc2)s1)C1CC(=O)N(Cc2ccccc2)C1 (stereo not given)
  A: -3.0	B: -2.0	C: 28.5	D: -1.1	E: 2.8	F: 90.0	G: 96.0	H: -8.7	I: -2.6

COc1ccccc1-c1nc(COc2ccc(Cl)cc2Cl)no1
  A: 2.1	B: 7.0	C: -1.4	D: 2.3	E: 1.7	F: 103.0	G: 102.0	H: -12.5	I: 1.9

CCOc1cc(C2/C(=C(/O)c3ccc(OC(C)C)cc3)C(=O)C(=O)N2CCCOC)ccc1O (stereo not given)
  A: 19.7	B: -5.0	C: 24.4	D: 0.3	E: 12.6	F: 96.0	G: 95.0	H: -2.5	I: 2.5

CCN(CCCNC(=O)CN1C(=O)COc2ccccc21)c1cccc(C)c1
  A: -14.5	B: 1.0	C: -6.9	D: 2.4	E: 49.2*	F: 96.0	G: 100.0	H: -8.9	I: -3.4

Some of the compounds tested; count on the stated rates, not on these rows.
